From PubChem
Abeta yeast res: compounds reversing amyloid beta toxicity in yeast | yeast expressing A-beta42, growth rescue, OD600, 48 h; response scale: 0% DMSO, 100% iron-clioquinol control | Potency, µM (top dose mostly 46.1 µM), for inactives: at the top dose growth rescue, hits mostly activators | 0.063% of 410,000 active; also: potency is read from the fitted curve at half-maximal effect; nearly all actives have a fitted effect of over 55% in size
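Growth rescue measured by 600 nm absorbance after 48 h yeast culture at 30 C with compound. Values normalized between DMSO and an equimolar ferric chloride plus clioquinol control.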
EPAC2 ag: agonists of human EPAC2 (RAPGEF4) | Q8WZA2 | EPAC2 activation, biochemical qHTS; response scale: 100% = 6.5 mM cAMP response | Potency, µM (top dose mostly 154 µM), inactives show top-dose activation, actives largely listed as activators | 0.079% of 360,000 active; also: potency is read from the fitted curve at half-maximal effect; nearly all actives have a fitted effect of over 50% in size
Target sequence (Q8WZA2 whole entry, looked up): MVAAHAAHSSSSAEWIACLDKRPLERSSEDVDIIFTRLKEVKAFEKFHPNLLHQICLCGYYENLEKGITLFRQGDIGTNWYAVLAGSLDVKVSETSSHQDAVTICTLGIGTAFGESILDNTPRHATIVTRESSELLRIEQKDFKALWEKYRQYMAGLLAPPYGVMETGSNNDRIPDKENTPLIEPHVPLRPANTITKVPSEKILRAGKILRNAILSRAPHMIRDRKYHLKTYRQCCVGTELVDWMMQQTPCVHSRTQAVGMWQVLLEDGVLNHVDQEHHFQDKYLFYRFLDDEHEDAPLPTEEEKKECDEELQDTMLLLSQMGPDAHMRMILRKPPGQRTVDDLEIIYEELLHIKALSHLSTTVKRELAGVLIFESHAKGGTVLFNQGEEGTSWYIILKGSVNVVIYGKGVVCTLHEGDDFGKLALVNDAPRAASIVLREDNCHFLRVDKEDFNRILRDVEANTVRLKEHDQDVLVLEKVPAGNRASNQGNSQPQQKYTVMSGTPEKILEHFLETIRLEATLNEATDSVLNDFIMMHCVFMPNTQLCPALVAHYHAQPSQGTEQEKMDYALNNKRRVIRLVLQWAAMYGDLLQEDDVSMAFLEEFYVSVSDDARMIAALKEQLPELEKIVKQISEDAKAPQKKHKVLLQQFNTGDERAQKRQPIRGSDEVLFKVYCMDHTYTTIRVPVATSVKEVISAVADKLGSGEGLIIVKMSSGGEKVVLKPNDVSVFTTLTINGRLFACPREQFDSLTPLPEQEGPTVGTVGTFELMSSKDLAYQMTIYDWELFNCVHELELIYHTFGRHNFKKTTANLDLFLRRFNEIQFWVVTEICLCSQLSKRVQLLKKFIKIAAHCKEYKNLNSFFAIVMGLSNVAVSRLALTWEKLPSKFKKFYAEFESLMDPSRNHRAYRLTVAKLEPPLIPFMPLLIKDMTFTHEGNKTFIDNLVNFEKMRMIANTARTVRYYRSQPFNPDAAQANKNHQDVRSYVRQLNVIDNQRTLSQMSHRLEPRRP
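Guanine nucleotide exchange by EPAC2 is measured as reduced fluorescence of BODIPY-GDP once it is released from 250 nM Rap1B. Plates are read kinetically for 30 min at room temperature; results are scaled to 6.5 mM cAMP.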
FUS yeast rescue: suppressors of FUS proteinopathy in yeast. S. cerevisiae FUS-expressing, growth rescue, OD600, 24 h. Potency, µM (titrated, usually from 76.6 µM), for the others: at the top dose growth rescue (activation), actives largely listed as activators. 0.24% of 390,000 active. AID 1347120;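 also: potency is read from the fitted curve at half-maximal effect; plate controls were DMSO vehicle for no effect and reference control for full effect; nearly all actives have a fitted effect of over 55% in size; some results filed as inactive show a strong effect at the top dose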
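Yeast FUS proteinopathy model; galactose-induced FUS (2%), starting OD 0.005. Cpds in dilution series, 24hr, 30C, 99% humidity. Abs 600 nm growth. Pos ctrl CP55940 (top 92uM final); neg ctrl DMSO.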
D3 antag: antagonists of human D3 dopamine receptor; P35462; D3R cells, DiscoveRx beta-arrestin luminescence, antagonist mode; active compounds read low; max response, negative = inhibition, %; 2.5% of 360,000 active; in the data active = max response below about -50%; inconclusive = no clear call, values can overlap the other calls; also: % is scaled to controls: 0 for no effect and ±100 for the full control effect; mostly tested at two doses, the higher about 12 µM
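Cells plated overnight at 1500 cells/well, then exposed to library compounds with dopamine controls for 90 minutes at 37 degrees C. DiscoveRx reagent added for 30–60 minutes at room temperature; luminescence read, quantitative HTS format.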
TDP43 rescue: TDP-43 toxicity inhibition in yeast; TDP-43 expressing yeast growth rescue, BacTiter-Glo, 24 h; 1.8% of 410,000 active; Potency, µM (titrated, usually from 46.1 µM), for inactives: at the highest dose growth rescue (activation), actives largely listed as activators; also: potency is read from the fitted curve at half-maximal effect; % of control where 0% means no effect; nearly all actives have a fitted effect of over 50% in size
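Yeast expressing TDP-43 (pregrown in raffinose, seeded at OD600=0.02 in galactose medium) exposed to compounds 24 hr at 30 deg C. Growth read by BacTiter-Glo luminescence; rescue of toxicity appears as increased signal.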
DRD3 agonist: D3 dopamine receptor (human) agonism | D3R DiscoveRx beta-arrestin cells, luminescence, 90 min | max activation, % | 0.58% of 410,000 active | AID 652048; in the data active = max activation above about 30%; also: 0% is about no effect; mostly tested at two doses, the higher about 12 µM
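Agonist-mode cell screen: cells plated at 1500/well and incubated overnight at 37 °C, then exposed to library compounds for 90 min at 37 °C. Detection reagent was added for 30–60 min at room temperature, and luminescence was read.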
EPAC2 antagonist: antagonists of human EPAC2; EPAC2 GEF exchange of Rap1B-BODIPY-GDP, fluorescence; Q8WZA2; 0.18% of 360,000 active; Potency, µM (series often up to 114 µM), for the others: top-dose activity, negative = inhibition, most hits filed as inhibitors; AID 720708; also: potency is read from the fitted curve at half-maximal effect; % is scaled to controls: 0 for no effect and ±100 for the full control effect; nearly all actives have a fitted effect of over 45% in size; many of its hits are not listed in these tables
aSyn yeast inh: alpha-synuclein toxicity inhibition in yeast; Yeast expressing alpha-synuclein, growth rescue, BacTiter-Glo, 24 h; Potency, µM (titrated, usually from 46.1 µM), without a hit: at the top dose growth rescue (activation), usual class: activators; 0.14% of 370,000 active; AID 652106; also: potency is read from the fitted curve at half-maximal effect; % of control where 0% means no effect; nearly all actives have a fitted effect of over 65% in size
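Rescue of yeast growth: cells expressing toxic alpha-synuclein, induced in galactose at OD600 0.02, incubated with compound 24 h at 30 C. ATP luminescence quantified growth; inhibitors of toxicity appear as activators.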
* = called active by the depositor; ? = inconclusive; . = no result given; & = joins results of further samples; ! = repeats disagree; [ ] = dose if it differs, or a comment. Unless noted, calls follow the shape of the dose curve; as a rule, active = well fitted curve in the direction sought with a large enough effect; inconclusive = small, poorly fitted or top-dose-only effect, or another doubt; inactive = no such curve, though single readings can be large; an effect the other way counts as inactive or inconclusive. Not all compounds are listed, so the mix of outcomes need not match the whole.

SMILES	Abeta yeast res	EPAC2 ag	FUS yeast rescue	D3 antag	TDP43 rescue	DRD3 agonist	EPAC2 antagonist	aSyn yeast inh
O=C(c1ccco1)N1CCCN(Cc2nc(Cc3ccccc3)no2)CC1	0%	14%	8%	1	0%	2	-2%	-2%
O=C(CSc1nncn1-c1cccnc1)Nc1ccccc1[N+](=O)[O-]	-18%	6%	-11%	-8	-2%	-2	-7%	0%
O=C(c1cc(-c2ccc(F)cc2)nc2ccccc12)N1CCC1	-17%	-1%	2%	8	0%	1	-3%	-8%
COc1ccc(-c2cn(-c3ccc(SC(F)F)cc3)c3[n+]2CCC3)cc1OC	2%	11%	20%	-21	7%	2	0%	1%
Cc1c2cnn(CC(=O)NCc3ccccn3)c(=O)c2c(C)n1Cc1ccc(Cl)cc1	9%	2%	18%	-7	5%	-2	-5%	1%
CC(=O)NC(C)(c1ccccc1)c1nc(-c2csc3ccccc23)cs1 (stereo not given)	16%	17%	?	7	35µM*	5	?	7%
COc1ccc(Nc2ncnc3c2cnn3-c2ccc(C)cc2C)cc1	-36%	.	-8%	.	?	-6	.	.
COc1ccc(NC(=O)[C@@H]2[C@@H]3C(=O)N(C4CCCCC4)C(=O)[C@@H]3C3c4ccccc4C=CN32)cc1 (stereo not given in full)	4%	-8%	?	5	24%	-1	-5%	7%
CCOc1ccc(/C=N/NC(=O)C(C)N(c2ccc(OC)cc2)S(C)(=O)=O)cc1 (stereo not given)	0%	6%	-3%	12	-13%	2	-3%	-2%
CCN(C(=O)COC(=O)[C@H](C)N=C1NS(=O)(=O)c2ccccc21)C1CCS(=O)(=O)C1 (stereo not given in full)	2%	-9%	3%	3	2%	-1	-2%	6%
C#CCn1c(-c2ccccc2)ccc(C#N)c1=O	-1%	7%	14%	0	-2%	-1	?	0%
COC(=O)CNC(=O)c1cn(-c2ccc(C)c(C)c2)c(=O)c2ccccc12	7%	5%	-17%	18	13%	-2	-8%	1%
Cc1ccc(C(=O)Oc2oc(-c3ccccc3)nc2C=Nc2ccc(N(C)C)cc2)cc1	0%	-167%[inhibitor]	.	-1	3%	2	42%[activator]	14%
CCCCNC(=O)CSc1nc2ccccc2nc1Cc1ccc(Cl)cc1	-11%	.	-19%	.	-3%	-9	.	.
CCN1C(=O)/C(=C/C=C2/Sc3ccc4ccccc4c3N2CCO)SC1=S	-12%	-6%	0%	-21	-10%	10	-1%	-2%
O=C(N1CCOCC1)C12CCC3CC(CC(C3)C1)C2	2%	-1%	0%	-13	23%	0	11%	4%
N#Cc1cnc(N)c(Br)c1	-2%	-3%	14%	-6	-17%[1.82 µM]	3	17%	-6%
Cc1ccc(Cn2ccc(NC(=O)c3cc4nc(-c5ccco5)cc(C(F)(F)F)n4n3)n2)cc1	-6%	-7%	9%	0	-3%	3	1%	1%
CC[C@]12c3[nH]c4ccc(Cl)cc4c3CCN1C(=O)[C@@H](CC(=O)NCCCOC)C[C@@H]2C(=O)N1CCN(C(=O)c2ccco2)CC1	0%	-8%	28%	-3	26%	6	-15%	-8%
CC(=O)N1CCN(Cc2nc(C(c3ccccc3)c3ccccc3)no2)CC1	-26%	2%	-8%	7	7%	1	-2%	2%
CC(NC(=O)CSc1ccc(S(=O)(=O)N2CCOCC2)cn1)c1ccc(Cl)cc1Cl (stereo not given)	-2%	1%	2%	19	6%	5	-5%	?
COCCNC(=O)CCn1nc(-c2ccc(C)cc2)ccc1=O	-10%	2%	-9%	-11	-9%	6	-4%	1%
CN1CCc2c(c3ccccc3n2Cc2ccccc2)C1	-6%&-7%	5%&9%	-20%&-27%	-91*!	0%&8%	-94&-9&-13	-9%&9%	4%&1%
CCC(C)(C(=O)NC1CCCCC1)N(CC1CCCO1)C(=O)c1ccccn1 (stereo not given)	10%	-2%	13%	3	16%	1	0%[57.1 µM]	-1%
Cc1c(C(=O)Nc2cccc(C(F)(F)F)c2)oc2ccc(S(=O)(=O)N(C)C3CCCCC3)cc12	-17%	.	15%	.	?	19	.	.
Going on with the list:
SMILES	Abeta yeast res	EPAC2 ag	FUS yeast rescue	D3 antag	TDP43 rescue	DRD3 agonist	EPAC2 antagonist	aSyn yeast inh
O=C(Cn1nc(-c2ccccc2)ccc1=O)NCCN1CCN(c2cccc(Cl)c2)CC1	12%	1%	24%	-60*	-19%	-31	0%	4%
Cc1cccn2c(=O)c(C=O)c(N3CCC4(CC3)OCCO4)nc12	1%	6%	9%	-16	-10%	5	0%	1%
Cn1cnc2c(=O)sc3ccccc3c21	0%	4%	6%	12	-8%	-7	8%	-1%
C/C(=N\OCc1cccc(C(=O)O)c1)c1ccc(Cl)cc1	1%	2%	-11%	-1	-20%	2	-18%	-14%
CC(C)[C@@H]1CC[C@@H](C)C[C@H]1OC(=O)C[n+]1cc(-c2ccc(Cl)cc2)n2c1CCCCC2	-5%	6%	31%	2	1%	-15	0%	-10%
O=C(CN1C(=O)CCSc2ccccc21)Nc1ccccc1	4%	-11%	4%	7	-21%	17	9%	-14%
COc1ccccc1N(CC(=O)Nc1ccc2c(c1)OCCO2)S(C)(=O)=O	12%	-2%	2%	14	11%	6	12%	-2%
O=c1[nH]c(Cc2ccc(F)cc2)nc2scc(-c3ccc(F)cc3)c12	16%	-10%	.	10	17%	2	4%	-8%
CC1(c2ccc3c(c2)OCCO3)NC(=O)N(CC(=O)Nc2ccccc2F)C1=O (stereo not given)	0%	-2%	3%	-22	2%	-2	-1%	1%
CCCCn1c(=S)[nH]c2ccccc2c1=O	5%	11%	-9%	4	14µM*	7	5%	4%
COc1ccc(CN2CCC2(C)C(=O)Nc2cnc3ccccc3c2)c2ccccc12 (stereo not given)	11%	17%	22%	72	17%	15	5%	6%
CCCCc1ccc(NC(=O)N[C@H](C(=O)O)C(C)C)cc1	27%	?	-4%	?	4%	3	24%[57.1 µM]	6%
COc1ccccc1Nc1nc(-c2cccs2)cs1	-25%	?	33%	27	?	5	-10%	-17%
Cc1nnc2ccc(-c3cccc(NS(=O)(=O)c4cc(F)ccc4F)c3)nn12	4%	-11%	5%	?	6%	6	-2%	-8%
COc1cc(-c2nc3cnccn3c2Nc2ccc3c(c2)OCCO3)ccc1O	3%	2%	18%	19	?	3	1%	0%
COc1ccc(CN/C=C2\CCCCC2=O)cc1	2%	8%	27%	-15	-20%	-3	9%	-6%
O=C(CO/N=C/c1ccc(OC(F)F)cc1)NCc1cccs1	-10%	-2%	.	-4	0%	-8	2%	1%
Cc1ccc(S(=O)(=O)NCC(=O)OCC(=O)NC(=O)NC2CCCC2)cc1	8%	8%	-21%	9	9%	2	10%	1%
COc1cc(OC)cc(OC(=O)C2CCN(C(=O)c3ccc(Cl)cc3)CC2)c1	12%	-3%	30%	13	?	-9	-10%	-3%
CC(C)CN1CCN(CC#Cc2ccccc2)CC1CCO (stereo not given)	-6%	7%	-31%	-1	18%	-2	1%	0%
CCCCCc1ccc(-c2cn(CCCOCc3ccccc3)nn2)cc1	-8%	1%	38%	5	11%	12	-10%	-6%
Cc1ccc(CNC(=O)NC2CCCCC2)cc1	16%	4%	1%	-4	11%	5	0%	3%
COc1ccc(C2(CNC(=O)c3ccc(C)cc3)CCOCC2)cc1	-7%	3%	3%	11	7%	2	-2%	-4%
C/C(CC(=O)Nc1c(C)cc(C)cc1C)=N\NC(=O)c1cnccn1	29%	-13%	.	6	18%	3	13%	0%
O=C(NCCC(=O)N1CCN(C(=O)c2ccco2)CC1)c1ccccc1Cl	-5%	2%	2%	20	-12%	4	8%	2%

Just TDP43 rescue, for 2 of the compounds above:
smiles | TDP43 rescue
O=C(c1ccco1)N1CCCN(Cc2nc(Cc3ccccc3)no2)CC1 | 0%
CC(=O)NC(C)(c1ccccc1)c1nc(-c2csc3ccccc23)cs1 (stereo not given) | 35µM*

Carrying on:
SMILES	Abeta yeast res	EPAC2 ag	FUS yeast rescue	D3 antag	TDP43 rescue	DRD3 agonist	EPAC2 antagonist	aSyn yeast inh
Cc1ccc[n+](-c2[nH]c(=O)sc2/C=N/N=C(\[O-])c2cccnc2)c1	6%	0%	5%	8	-5%	5	-2%	2%
NC(=O)C1CC(=O)N(c2ccc(OCC(=O)N3CCCC3)cc2)C1 (stereo not given)	30%	3%	14%	7	3%	0	-29%	15%
COc1ccc(OC)c(NC(=O)c2cccc(N3C(=O)C4C5C=CC(C6CC56)C4C3=O)c2)c1 (stereo not given)	.	14%	-9%	35	12%	8	3%	10%
CC1(C)CC(=O)N(c2cc(Cl)cc(Cl)c2)C(=O)C1	6%	3%	-12%	-5	0%	-5	5%	-3%
COC(=O)c1ccccc1NC(=O)c1cccnc1	-21%	-5%	-32%	9	4%	16	6%	4%
CC#CC(=O)N1CCC(C(=O)Nc2ccc(Oc3ccccc3)nc2)CC1	2%	10%	25%	-14	10%	-9	2%	1%
N#Cc1ccc(OCC(=O)Nc2nc(-c3ccncc3)cs2)cc1	-13%	8%	-17%	12	7%	5	18%	0%
O=C(CSc1nnc(-c2ccccc2)c(-c2ccccc2)n1)NCCc1ccccc1	-8%	.	26%	.	?	0	.	.
COc1cc2cc(CN(CCCN3CCOCC3)C(=O)Nc3ccccc3F)c(=O)[nH]c2cc1OC	-10%	-6%	17%	7	14%	-5	-5%	1%
O=C(CSc1nnnn1-c1ccccc1)Nc1ncc(Cc2ccccc2Cl)s1	-13%	2%	8%	5	-19%	4	1%	-11%
CCOc1ccc(-c2nc(CSc3nnc(C)s3)cs2)cc1OC	-25%	-4%	9%	10	22%	2	4%	-7%
CCC1/C(=N\O)CC(c2ccco2)NC1c1ccco1 (stereo not given)	12%	-12%	-1%	8	12%	0	0%	0%
Cc1c(NC(=O)CN(c2ccccc2)S(=O)(=O)c2ccc(F)cc2)c(=O)n(-c2ccccc2)n1C	-2%	-2%	.	-6	7%	2	0%	5%
O=C1OC2(CCCCC2)OC(=O)C1=CNc1nc2ccccc2s1	4%	4%	0%	-6	15%	1	2%	0%
CS(=O)(=O)n1nc(-c2ccc(Cl)cc2)nc1N	1%	0%	-11%	4	-18%	10	0%	1%

Quoted from the listing:
Abeta yeast res with Cc1c(NC(=O)CN(c2ccccc2)S(=O)(=O)c2ccc(F)cc2)c(=O)n(-c2ccccc2)n1C reads -2%
FUS yeast rescue with O=C(CSc1nnnn1-c1ccccc1)Nc1ncc(Cc2ccccc2Cl)s1 reads 8%
TDP43 rescue with Cc1ccc[n+](-c2[nH]c(=O)sc2/C=N/N=C(\[O-])c2cccnc2)c1 reads -5%
